Tcruzi prolif – T. cruzi proliferation inhibition | actives 5.9% (n = 77,000) | T. cruzi beta-gal in NIH3T3, GalScreen luminescence, 90 h | inhibition, % at 8.34 µM;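 active = mean inhibition above about 93%, with at least 55% of replicates each passing it, limit read from the data, passing the limit was not always enough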
C diff HTS – C. difficile growth inhibition | Clostridium difficile clinical isolate growth, OD600, 24 h; active compounds read low | growth activity, negative = inhibition, % at 16 µg/mL (by protocol) | actives 0.25% (n = 86,000) | AID 1259249;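 active = mean growth activity at or below -80% and every replicate also at or below -80%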;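 also: 0% = DMSO wells and -100% = levofloxacin 16 µg/mL wells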
Pf Dd2 growth – P. falciparum Dd2 growth inhibition; SYBR Green, 72 h; active compounds read low; activity change, % at 10 µM; actives 2.3% (n = 94,000); AID 1159554; in the data active = activity change below about -80%
KDM4C inh – blocks human GASC-1 (KDM4C) demethylase activity. GST-KDM4C 2-372, H3K9me3 peptide, LANCE TR-FRET. actives 0.15% (n = 96,000). Q9H3R0. inhibition, % at 12.5 µM;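 active = mean replicate inhibition above about 25%, with at least 55% of replicates also reaching it, limit read from the data, passing the limit was not always enough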
Target sequence (Q9H3R0 2-372 limits assumed): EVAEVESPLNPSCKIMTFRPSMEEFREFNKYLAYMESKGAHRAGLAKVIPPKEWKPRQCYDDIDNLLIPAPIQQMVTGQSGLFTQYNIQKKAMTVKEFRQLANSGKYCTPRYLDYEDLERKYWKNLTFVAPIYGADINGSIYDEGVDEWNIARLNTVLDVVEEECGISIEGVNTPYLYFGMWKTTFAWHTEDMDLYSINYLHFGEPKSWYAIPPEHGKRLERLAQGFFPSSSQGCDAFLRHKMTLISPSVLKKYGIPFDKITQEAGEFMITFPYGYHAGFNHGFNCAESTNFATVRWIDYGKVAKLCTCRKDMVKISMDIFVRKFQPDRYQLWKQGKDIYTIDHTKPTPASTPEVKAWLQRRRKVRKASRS
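System – N-terminal GST-fused human GASC-1 (KDM4C) fragment, residues 2-372 · Input – enzyme final amount 10 nM · Technique – LANCE TR-FRET, Eu antibody, ULight-streptavidin, EDTA, ex 340 nm, em 618/671 nm · Medium – HEPES buffer, pH 7.5, plus ascorbate · Incubation – enzyme reaction 30 min, then detection 60 min, both room temperature · Reagent – H3K9me3 peptide with Fe(II)/2OG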
* hit, by the source's call; / = no result given; & = joins results of further samples.

SMILES	Tcruzi prolif	C diff HTS	Pf Dd2 growth	KDM4C inh
C[C@@H]1CN([C@@H](C)CO)C(=O)c2cc(NC(=O)NC3CCCCC3)ccc2O[C@@H](C)CCCCO[C@@H]1CN(C)Cc1ccncc1	87.3	-7.6	-5.3	0.9
COc1ccc2c3c(n(C)c2c1)[C@@H](CO)N(Cc1ccncc1)CC31CCN(C(=O)C2CCC2)CC1	/	-3.7	-59.6	-1.5
O=C(C[C@@H]1C=C[C@H](NC(=O)c2ccccc2)[C@H](CO)O1)NCc1ccc(Oc2ccccc2)cc1	20.5	/	-3.3	-0.8
CO[C@@H]1CN(C)C(=O)c2cc(NC(=O)NC3CCCCC3)ccc2OC[C@@H](C)NC[C@H]1C	-65.4	/	/	-0.5
CCNC(=O)C[C@@H]1CC[C@H]2[C@H](COc3ccc(NC(=O)Nc4c(C)noc4C)cc3C(=O)N2C)O1	7.3	5.7	11.8	2.2
C[C@H]1CN([C@@H](C)CO)C(=O)Cc2cc(NC(=O)CCC(F)(F)F)ccc2O[C@@H]1CN(C)CC1CCCCC1	46.7	-0.7	-10.4	-0.8
Cc1noc(C)c1NC(=O)N(C)C[C@H]1OCCCC[C@H](C)Oc2ccc(NS(=O)(=O)c3cn(C)cn3)cc2C(=O)N([C@@H](C)CO)C[C@@H]1C	-43.3	-0.1	55.7	-1.4
C[C@H]1CN([C@@H](C)CO)C(=O)c2c(c3ccccc3n2C)-c2ccccc2CO[C@@H]1CN(C)C(=O)[C@H](Cc1ccccc1)N(C)C	0.6	8.0	-36.7	-3.0
C[C@@H]1CN([C@@H](C)CO)C(=O)c2cc(-c3ccc(F)cc3)cnc2O[C@H]1CN(C)C(=O)NC1CCCC1	-57.1	8.5	-32.9	-1.3
CCCNC(=O)[C@@H]1[C@@H](CO)[C@@H]2Cn3c(ccc(/C=C/c4ccccc4)c3=O)[C@H]1N2C(=O)c1cccnc1	-3.8	1.1	-4.0	-2.6
CC(C)NC(=O)N(C)C[C@@H]1Oc2ncc(-c3cccc(C#N)c3)cc2C(=O)N([C@H](C)CO)C[C@H]1C	-15.5	1.6	-8.7	-1.9
C[C@H](CO)N1C[C@H](C)[C@@H](CN(C)Cc2ccccc2)Oc2c(NS(=O)(=O)c3cccs3)cccc2C1=O	0.3	-8.4	27.0	-1.6
CCC(=O)N[C@@H]1C=C[C@H](CC(=O)NCc2ccc(OC)cc2)O[C@@H]1CO	33.7	/	-0.5	-1.8
CNC[C@H]1Oc2ccc(NC(=O)Nc3ccc(C(F)(F)F)cc3)cc2CC(=O)N([C@@H](C)CO)C[C@H]1C	38.1	13.7	-0.1	-1.5
Cc1ccccc1S(=O)(=O)N1CCCCN2[C@H](CO)[C@H](c3ccc(-c4cncnc4)cc3)[C@@H]2C1	112.3*	3.4	0.2	5.1
C[C@@H]1CCCCO[C@H](CN(C)C(=O)Nc2ccccc2)[C@@H](C)CN([C@@H](C)CO)C(=O)c2cc(NS(=O)(=O)c3ccccc3)ccc2O1	/	/	-73.8	7.1
C[C@H](CO)N1C[C@H](C)[C@H](CN(C)CC2CCCCC2)Oc2c(NC(=O)Nc3ccc4c(c3)OCO4)cccc2C1=O	19.9	3.7	-35.0	0.6
C[C@@H]1CN([C@H](C)CO)C(=O)c2cc(NC(=O)CCCN(C)C)ccc2O[C@@H]1CN(C)C(=O)NC1CCCCC1	19.2	2.5	4.7	1.2
C[C@@H]1CN([C@H](C)CO)C(=O)Cc2cc(NC(=O)Cc3ccccc3)ccc2O[C@H]1CN(C)Cc1ccncc1	/	2.6	-3.6	0.6
C[C@H]1CN([C@@H](C)CO)C(=O)c2cc(C#CCc3ccccc3)cnc2O[C@H]1CN(C)C(=O)C1CCOCC1	/	0.1	25.8	2.5

8 neighbouring entries from above, for reference:
SMILES	Tcruzi prolif	C diff HTS	Pf Dd2 growth	KDM4C inh
CCC(=O)N[C@@H]1C=C[C@H](CC(=O)NCc2ccc(OC)cc2)O[C@@H]1CO	33.7	/	-0.5	-1.8
CNC[C@H]1Oc2ccc(NC(=O)Nc3ccc(C(F)(F)F)cc3)cc2CC(=O)N([C@@H](C)CO)C[C@H]1C	38.1	13.7	-0.1	-1.5
Cc1ccccc1S(=O)(=O)N1CCCCN2[C@H](CO)[C@H](c3ccc(-c4cncnc4)cc3)[C@@H]2C1	112.3*	3.4	0.2	5.1
C[C@@H]1CCCCO[C@H](CN(C)C(=O)Nc2ccccc2)[C@@H](C)CN([C@@H](C)CO)C(=O)c2cc(NS(=O)(=O)c3ccccc3)ccc2O1	/	/	-73.8	7.1
C[C@H](CO)N1C[C@H](C)[C@H](CN(C)CC2CCCCC2)Oc2c(NC(=O)Nc3ccc4c(c3)OCO4)cccc2C1=O	19.9	3.7	-35.0	0.6
C[C@@H]1CN([C@H](C)CO)C(=O)c2cc(NC(=O)CCCN(C)C)ccc2O[C@@H]1CN(C)C(=O)NC1CCCCC1	19.2	2.5	4.7	1.2
C[C@@H]1CN([C@H](C)CO)C(=O)Cc2cc(NC(=O)Cc3ccccc3)ccc2O[C@H]1CN(C)Cc1ccncc1	/	2.6	-3.6	0.6
C[C@H]1CN([C@@H](C)CO)C(=O)c2cc(C#CCc3ccccc3)cnc2O[C@H]1CN(C)C(=O)C1CCOCC1	/	0.1	25.8	2.5

Next part:
SMILES	Tcruzi prolif	C diff HTS	Pf Dd2 growth	KDM4C inh
C[C@H]1CN([C@@H](C)CO)C(=O)c2cc(-c3cccc(C#N)c3)cnc2O[C@@H]1CN(C)Cc1ccccc1	-1.0	-4.6	-7.1	-0.1
Cc1ccc(S(=O)(=O)Nc2cccc3c2O[C@@H](CN(C)Cc2ccc4c(c2)OCO4)[C@H](C)CN([C@H](C)CO)C3=O)cc1	14.9	-4.3	0.4	-0.6
COc1ccc(S(=O)(=O)N(C)C[C@@H]2Oc3ccc(NC(=O)Nc4ccc5c(c4)OCO5)cc3CC(=O)N([C@@H](C)CO)C[C@@H]2C)cc1	12.5	1.9	-3.1	0.6
O=C1CN(Cc2ccccc2)C[C@@H]2[C@H](c3ccc(Br)cc3)[C@@H](CO)N12	/	54.6	29.9	-0.2
CC(C)NC(=O)Nc1cccc2c1O[C@@H](CN(C)Cc1ccc(C(F)(F)F)cc1)[C@H](C)CN([C@H](C)CO)C2=O	/	-9.4&-14.4	-15.6	-1.7
CN(C)C(=O)c1cccc(-c2ccc3c(c2)[C@H]2[C@H](CCN2C(=O)Cc2ccccn2)[C@@H](CO)N3C)c1	51.4	-5.6	-17.1	1.1
CO[C@@H]1CN(C)C(=O)c2ccc(NC(=O)C3CCCC3)cc2OC[C@@H](C)N(C(=O)Nc2ccc(C(F)(F)F)cc2)C[C@H]1C	57.5	/	/	0.3
CCCNC(=O)Nc1ccc2c(c1)OC[C@H](C)N(C(=O)C1CCCCC1)C[C@H](C)[C@H](OC)CN(C)C2=O	-10.7	/	/	1.2
C[C@@H]1CN([C@@H](C)CO)C(=O)c2cccc(NS(=O)(=O)c3ccc(F)cc3)c2O[C@@H]1CN(C)C(=O)Nc1ccc(F)cc1	56.9	1.4	-20.0	0.8
C[C@@H](NC(=O)C[C@@H]1C[C@H]2c3cc(NC(=O)C4CCC4)ccc3O[C@H]2[C@H](CO)O1)c1ccccc1	2.3	-1.8	-8.0	-1.5
O=C(N[C@@H]1CC[C@@H](CCNS(=O)(=O)c2cccc(Cl)c2)O[C@H]1CO)c1ccccc1	26.7	-7.6	-17.2	0.4
C[C@H]1CN([C@@H](C)CO)C(=O)c2cc(-c3ccccc3)cnc2O[C@H]1CN(C)C(=O)Cc1ccccn1	-23.0	-1.6	-2.9	1.1
COc1ccc2c3c(n(C)c2c1)[C@H](CO)N(C(=O)Nc1ccc(F)cc1)CC31CCN(C(=O)CN2CCOCC2)CC1	/	-2.6	-74.4	2.1
CCN1[C@H](C(=O)NCCN2CCCCC2)[C@@H](CO)[C@@H]2Cn3c(ccc(-c4ccc(OC)cc4)c3=O)[C@@H]21	60.9	0.0	/	-0.9
COc1ccc(NC(=O)Nc2cccc3c2O[C@H](CN(C)C)[C@@H](C)CN([C@H](C)CO)C3=O)cc1	/	-0.4	-1.7	2.1
COc1ccc2c3c([nH]c2c1)[C@@H](CO)N(Cc1ccccc1)CC31CN(C(C)=O)C1	/	-0.8	-55.5	-0.6
C[C@H](CO)N1C[C@H](C)[C@@H](CN(C)C(=O)C2CC2)Oc2cc(C#Cc3ccncc3)ccc2S1(=O)=O	123.4*	/	-32.9	-0.4
O=S(=O)(c1ccccc1)N1CC[C@H]2[C@H](CO)Nc3ccc(C#Cc4cccc(F)c4)cc3[C@H]21	/	45.5	-62.3	-7.6
CO[C@H]1CN(C)C(=O)c2ccc(NC(=O)C3CC3)cc2OC[C@@H](C)N(C(=O)c2ccccc2F)C[C@@H]1C	-15.3	/	21.6	-2.2
O=C(C[C@@H]1CC[C@H](NC(=O)C2CCC2)[C@@H](CO)O1)NCCCN1CCOCC1	/	-0.6	1.5	5.2
COc1cccc(-c2cn(CC[C@H]3CC[C@H](NS(=O)(=O)Cc4ccccc4)[C@@H](CO)O3)nn2)c1	-14.3	/	-54.6	-1.2
C[C@@H]1CN([C@H](C)CO)C(=O)c2cc(/C=C/c3ccccc3)cnc2O[C@H]1CN(C)C(=O)c1cccnc1	-36.7	-0.3	-14.7	0.0
COc1cccc(C(=O)Nc2ccc3c(c2)C(=O)N(C)C[C@H](OC)[C@@H](C)CN(C(=O)C2CCCC2)[C@@H](C)CO3)c1	27.3	/	/	5.6
C[C@@H]1CCCCO[C@@H](CN(C)C(=O)c2ccccc2)[C@@H](C)CN([C@@H](C)CO)C(=O)c2cc(NS(=O)(=O)c3cccs3)ccc2O1	55.5	15.1	-5.3	0.6
COCC(=O)N(C)C[C@H]1Oc2cc(-c3ccccc3F)ccc2S(=O)(=O)N([C@H](C)CO)C[C@H]1C	/	-4.7	4.5	4.1
CCNC(=O)C[C@@H]1CC[C@@H](NS(=O)(=O)c2ccc(F)cc2)[C@H](CO)O1	/	-1.4	1.7	-1.2
C[C@@H]1CN([C@H](C)CO)C(=O)c2cc(NC(=O)CCCCCC(=O)Nc3ccccc3N)ccc2O[C@@H](C)CCCCO[C@H]1CN(C)Cc1ccc(Cl)c(Cl)c1	/	-0.9	-91.4*	-0.4
CCCNC(=O)N1C[C@@H](O)COC[C@@H]2O[C@@H](CC(=O)NCc3ccc(Cl)c(Cl)c3)CC[C@H]21	16.7	14.1&10.3	10.2	1.9
COc1ccc(NC(=O)Nc2ccc3c(c2)OC[C@H](C)NC[C@@H](C)[C@H](OC)CN(C)C3=O)cc1	4.1	-3.5	/	0.3
CCCNC(=O)N(C)C[C@@H]1Oc2ncc(C#CCC3CCCC3)cc2C(=O)N([C@@H](C)CO)C[C@H]1C	56.8	-4.8	-33.8	-0.9
CO[C@H]1CN(C)C(=O)c2cc(NC(=O)CC(F)(F)F)ccc2OC[C@H](C)N(CC2CC2)C[C@@H]1C	/	-4.5	5.2	1.7
C[C@@H]1CN([C@@H](C)CO)C(=O)c2cc(C3=CCCCC3)cnc2O[C@@H]1CN(C)C(=O)Cc1ccncc1	/	0.7	-9.6	1.4
C[C@H](CO)N1C[C@H](C)[C@@H](CN(C)C(=O)NC2CCCC2)Oc2ncc(C3=CCCCC3)cc2C1=O	/	0.9	0.9	-0.3
O=C(Cc1ccncc1)NCC[C@H]1CC[C@@H](NC(=O)C2CC2)[C@H](CO)O1	/	3.6	11.8	6.2
C[C@@H]1CCCCO[C@@H](CN(C)S(=O)(=O)c2ccc(Cl)cc2)[C@H](C)CN([C@H](C)CO)C(=O)c2cc(NC(=O)Nc3ccccc3)ccc2O1	86.9	/	-76.4	1.5
CC(C)NC(=O)N(C)C[C@@H]1Oc2cc(C#C[C@@H](C)O)ccc2S(=O)(=O)N([C@@H](C)CO)C[C@H]1C	/	0.4	22.4	0.3
O=C(Nc1ccccc1)N1CCCCN2[C@H](CO)[C@@H](c3ccc(C#Cc4cccnc4)cc3)[C@@H]2C1	68.4	36.2	-23.6	0.2
O=C(CN1CCOCC1)N1CC(=O)N2[C@H](CO)[C@@H](c3ccc(/C=C/c4ccccc4)cc3)[C@@H]2C1	/	48.0	-57.5	-0.3
C[C@@H]1CN([C@H](C)CO)C(=O)c2cc(C#CC3CCCCC3)cnc2O[C@@H]1CN(C)S(=O)(=O)c1cccc(F)c1	/	-4.3	-37.2	-1.1
C[C@@H]1CN([C@@H](C)CO)C(=O)c2cc(N(C)C)ccc2O[C@@H]1CN(C)C(=O)Nc1ccc(C(F)(F)F)cc1	/	0.7	-14.7	0.6
C[C@H]1CCCCO[C@H](CN(C)C(=O)NC2CCCCC2)[C@@H](C)CN([C@@H](C)CO)C(=O)c2cc(NC(=O)CCCN(C)C)ccc2O1	-4.0	-1.8	6.7	1.7
C[C@H](CO)N1C[C@H](C)[C@H](CN(C)Cc2ccc(C(F)(F)F)cc2)Oc2ccc(NC(=O)Cc3cn(C)c4ccccc34)cc2C1=O	101.2	0.0	-26.1	-0.9
CCCNC(=O)C[C@H]1CC[C@H]2[C@@H](COc3ccc(NC(=O)c4cc(C)on4)cc3C(=O)N2C)O1	5.6	-7.2	-20.7	3.7
COc1ccccc1NC(=O)N[C@H]1CC[C@@H](CC(=O)N[C@@H](C)c2ccccc2)O[C@H]1CO	-6.9	/	-8.6	0.1

Rows were taken by chance. Share with any hit: about 6.8%.
